Screening data (PubChem BioAssay)
SMARCA2 act = SMARCA2 (BRM) function activators, primary screen, cell-based, luminescence, high throughput; AID 652017, 2013; 370,000 tested, 1% active; MG213 cells, MMTV-luciferase reporter, dexamethasone, overnight; activation, % at 9.1 µM; in the data active means activation above about 7.8%;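 further: 0% = vehicle wells and 100% = reference activator wells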
Rev-erbA mod = modulators of Rev-erb alpha DNA binding, primary screen, biochemical, FITC-DNA, fluorescence polarization, uHTS; Rev-erbα–FITC-DNA binding, 90 min; AID 1259318, 2017; 370,000 tested, 0.79% active; activity, % at 10 µM;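 active means activity above about 14%, limit read from the data; passing the limit was not always enough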;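 further: 0% = DMSO wells with 35 nM protein and 100% = DMSO wells with 750 nM protein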
HTRA1 inhibitor = HTRA1 serine protease inhibitors, primary screen, biochemical, fluorescence polarization, HTS | Q92743 | recombinant HTRA1, FP-rhodamine activity-based probe | inhibition, % at 5.96 µM | 340,000 tested, 0.5% active | AID 504803, 2011; in the data active means inhibition above about 36%;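 further: 0% = enzyme with DMSO and 100% = wells lacking enzyme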
Target sequence (Q92743 whole entry, looked up): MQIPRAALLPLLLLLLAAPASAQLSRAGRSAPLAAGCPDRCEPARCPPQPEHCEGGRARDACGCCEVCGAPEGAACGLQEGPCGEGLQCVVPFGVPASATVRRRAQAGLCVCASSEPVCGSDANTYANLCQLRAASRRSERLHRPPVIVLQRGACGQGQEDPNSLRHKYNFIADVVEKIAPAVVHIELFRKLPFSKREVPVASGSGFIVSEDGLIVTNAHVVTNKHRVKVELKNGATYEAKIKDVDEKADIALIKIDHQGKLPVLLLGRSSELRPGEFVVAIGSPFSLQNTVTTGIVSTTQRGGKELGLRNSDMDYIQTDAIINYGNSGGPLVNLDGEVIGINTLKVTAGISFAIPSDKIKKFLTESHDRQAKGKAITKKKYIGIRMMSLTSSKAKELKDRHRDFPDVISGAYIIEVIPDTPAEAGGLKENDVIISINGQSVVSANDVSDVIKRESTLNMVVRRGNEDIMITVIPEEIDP
rCAG binder = binders of r(CAG) RNA repeats, primary screen, biochemical, fluorescence. r(CAG) RNA repeat, TO-PRO-1 dye displacement fluorescence. inhibition, % at 3 µM. 370,000 tested, 1.3% active;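 active means inhibition above the plate cutoff, the mean of all test compounds on that plate plus 3 SD, cut at about 35% in these data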;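 further: 0% = DMSO alone and 100% = 100 µM mitoxantrone as full dye displacement; higher means more dye released from RNA so lower well fluorescence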
ARFGAP1 inhibitor = inhibitors of rat ARFGAP1 GAP activity, primary screen, biochemical, fluorescence polarization, GDP tracer | 360,000 tested, 0.26% active | AID 651572, 2012 | inhibition, % at 16.5 µM | ADP-ribosylation factor GTPase-activating protein 1 (Rattus norvegicus), Q62848 | Arfgap1-stimulated ARF1 GTP hydrolysis, GDP FP detection;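 active means inhibition above a per-plate limit, mean inhibition of low control wells plus 3 SD, cut at about 25% in these data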;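 further: 0% = DMSO wells with enzyme and 100% = wells lacking Arfgap1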
Target sequence (Q62848 1-136 limits assumed): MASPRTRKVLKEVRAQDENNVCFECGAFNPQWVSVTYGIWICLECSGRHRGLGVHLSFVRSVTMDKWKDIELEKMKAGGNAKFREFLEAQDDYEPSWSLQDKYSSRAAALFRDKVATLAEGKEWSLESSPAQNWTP
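Assay system: purified rat His6-Arfgap1 residues 1-136 (GAP domain); Reagent: human Δ17 ARF1 bound to GTP; Dosing: 16.5 µM single point, 1.26% DMSO; Times: GTP hydrolysis reaction 2 h at 25 °C; Signal: FP, GDP Alexa 633 tracer displaced from anti-GDP antibody, 620/688 nm; Measure: % inhibition from polarization.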
ASAP1 inh = inhibitors of human ASAP1 ArfGAP activity, primary screen, biochemical, fluorescence polarization; 360,000 tested, 0.19% active; ASAP1-stimulated ARF1 GTP hydrolysis, GDP FP detection; inhibition, % at 16.5 µM; Arf-GAP with SH3 domain, ANK repeat and PH domain-containing protein 1 (Homo sapiens), …; in the data active means inhibition above about 25%;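 further: 0% = vehicle with enzyme and substrate and 100% = no enzyme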
Target sequence (Q9ULH1 325-724 limits assumed): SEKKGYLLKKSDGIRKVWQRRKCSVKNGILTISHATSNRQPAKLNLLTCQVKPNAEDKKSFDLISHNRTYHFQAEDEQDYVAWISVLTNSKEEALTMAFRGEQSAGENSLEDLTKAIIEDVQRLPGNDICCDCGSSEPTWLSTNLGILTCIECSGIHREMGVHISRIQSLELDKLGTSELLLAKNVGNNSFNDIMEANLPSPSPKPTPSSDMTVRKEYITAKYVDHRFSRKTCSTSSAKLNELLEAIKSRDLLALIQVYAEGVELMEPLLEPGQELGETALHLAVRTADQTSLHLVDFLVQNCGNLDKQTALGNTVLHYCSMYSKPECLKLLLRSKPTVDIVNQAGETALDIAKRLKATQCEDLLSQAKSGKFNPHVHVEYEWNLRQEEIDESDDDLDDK
mABHD4 FP = ABHD4 inhibitors, primary screen, biochemical, fluorescence polarization, mouse; AID 720543, 2013; 370,000 tested, 0.54% active; inhibition, % at 8.92 µM; purified mABHD4, FP-Rh probe fluorescence polarization;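 active means inhibition exceeding the mean over every tested compound plus 3 SD, cut at about 30% in these data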;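 further: 0% = plate median of compound wells and 100% = S159A mutant with DMSO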
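Test system: mABHD4 protein | Buffer or medium: HEPES pH 7.0 buffer, 150 mM NaCl, 0.01% Pluronic F-127 | Probe or stimulus: FP-Rh fluorescent activity-based probe, added after compound pre-incubation | Timing: Pre-incubation 45 min, probe exposure 60 min, at 25 °C | Technique: Fluorescence polarization, excitation 525 nm, emission 598 nm, BODIPY TMR filters | Repeats: Single well per compound (singlicate)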
PG9 binder = binders of HIV-1 gp120 antibody PG9, primary screen, biochemical, TR-FRET. HIV-1 gp120 / PG9 antibody interaction. TR-FRET gp120-PG9 antibody binding. inhibition, % at 6.7 µM. 360,000 tested, 0.43% active; in the data active means inhibition above about 8.5%
GC-A act = GC-A stimulated cGMP production enhancers – HEK293 GC-A cells, cGMP TR-FRET, EC30 ANP, primary screen | 0% at EC30 ANP, 100% saturating ANP | activation, % at 10 µM | 370,000 tested, 0.14% active | AID 1671463, 2021; in the data active means activation above about 40%
NPR2 activator = human GC-B receptor activators, primary screen, HEK293 GC-B cells, cGMP TR-FRET, EC30 CNP; AID 1920062, 2024; 0% at EC30 CNP, 100% saturating CNP; 370,000 tested, 0.11% active; Atrial natriuretic peptide receptor 2 (Homo sapiens), P20594; activation, % at 10 µM;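 active means activation at 10 µM reaching about 35% in either raw or pattern-adjusted values, limit read from the data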
* marks the source's active call; other numbers are inactive results; . = not tested or not shown. Rows were taken by chance, and some 4.4% of all compounds hit somewhere here.

compound	SMARCA2 act	Rev-erbA mod	HTRA1 inhibitor	rCAG binder	ARFGAP1 inhibitor	ASAP1 inh	mABHD4 FP	PG9 binder	GC-A act	NPR2 activator
COc1ccc(C(O)(CCN2CCOCC2)c2ccccc2)cc1 (configuration not stated)	0	0	-1	-7	6	-5	2	-0.2	-24	-7
COc1ccc(CNC(=S)Nc2ccc(-c3ccccc3)cc2)cc1	-2	-2	-8	5	2	-2	-1	-1.7	4	-1
Cc1ccc(CNc2ccccc2C(=O)O)s1	1	-1	2	4	-10	-4	5	1.2	2	1
Cc1nn(-c2ccccc2)c(C)c1N	2	-3	5	-4	-2	6	1	-1.4	-1	-2
CCN1CCN(C(=O)/C(C#N)=C/c2ccc(OC(F)F)cc2)CC1	2	-2	-3	2	-12	-3	-3	-0.2	4	4
Cc1ccc(NC(=O)Cn2ncc3c([nH]c4ccccc43)c2=O)cc1Cl	-1	-6	-4	2	-12	-8	-5	-2.8	4	-4
Cc1cccc(C)c1NC(=O)[C@@H]1CC(=O)O[C@@H]1c1ccccc1	-4	-2	.	0	.	.	1	.	-1	3
CC(=O)Cc1nsc(NC(=O)c2ccc(-c3ccc(Cl)cc3Cl)o2)n1	-2	-1	-10	6	14	0	-7	2.4	28	-6
COc1ccc(N2C(=O)c3ccccc3NC(=O)C2C(=O)Nc2ccc3c(c2)OCCO3)cc1 (configuration not stated)	0	-5	.	7	6	-10	3	-1.3	-2	-3
Cc1cc(NC(=O)c2ccc(C)c([N+](=O)[O-])c2)no1	2	3	0	5	8	0	2	-1.7	-2	-2
CC(=O)C(C)Oc1ncn(-c2ccccc2)n1 (configuration not stated)	2	1	1	0	-24	15	5	1.2	-3	-9
COc1ccc(CC(=O)OCC(=O)c2ccc(F)cc2)cc1	-2	-4	2	2	-13	6	-7	-0.6	3	-2
c1ccc(-n2nnnc2Sc2n[nH]c(-c3ccncc3)n2)cc1	-1	6	7	4	-8	-8	2	-1.0	1	-2
CC(=O)Nc1ccc(S(=O)(=O)NCc2nc(-c3ccccc3C)no2)cc1	-4	4	-8	4	8	-1	-6	-1.4	-4	-6
CSCC[C@H](N)C(=O)N1CCC(C(=O)N[C@H](C)C(=O)NC(C)c2ccccc2)CC1 (some centres not stated)	1	8	2	-5	-7	6	0	-0.6	3	3
O=C(O)/C=C/C(=O)NNc1ccc([N+](=O)[O-])cc1	1	-6	2	5	-17	3	11	-5.0	1	3
Cc1ccccc1NC(=S)N(CCN(C)C)C(C)c1ccccn1 (configuration not stated)	0	-1	-7	-4	-8	4	4	-1.5	0	2
COc1ccc(CC(=O)Nc2nc(-c3ccc(F)c(F)c3)cs2)cc1	-5	-2	-55	5	8	9	-37	0.1	19	1
COc1nc2c(c(-c3cc(Br)cs3)c1C#N)Cc1ccccc1-2	-2	7	9	1	0	-6	-5	-2.2	-20	-20
Cc1cccc(NC(=O)CSCC(=O)NCc2ccco2)c1	1	-5	6	2	-11	4	-8	0.1	-2	0
c1ccc(Sc2ccncc2)cc1	7	-1	2	0	2	-15	0	-2.1	-2	3
COCCCNC(=O)c1cc(Sc2nnc(C)s2)nc2ccccc12	2	-5	3	-2	-10	-2	1	0.4	2	-1
COc1ccc([N+](=O)[O-])cc1NC(=O)C(C)OC(=O)Cn1[nH]c(=O)c2ccccc2c1=O (configuration not stated)	-2	-7	7	2	2	4	-3	0.1	-1	1
CC1(C)CCCC2=C1CC1C(=O)N(Cc3cccnc3)C(=O)C1C2 (configuration not stated)	4	2	0	-4	1	7	6	1.0	0	2
CCC1=C(c2ccc(C)cc2)S(=O)(=O)N=C1N1CCC(C(=O)NCCCN2CCCCC2C)CC1 (configuration not stated)	-2	4	5	-2	-9	2	2	1.4	0	2
Cc1ccccc1CNC(=O)C1CCC(CNS(=O)(=O)c2cccc3cccnc23)CC1 (configuration not stated)	4	-2	.	2	.	.	-3	.	0	1
CCOc1ccc(C(=O)NC(=S)NCc2cccnc2)cc1[N+](=O)[O-]	-3	4	4	3	8	6	10	-0.7	1	3
COc1ccc(C(=O)NCCc2nnc3ccc(SCC(=O)NCCc4ccc(OC)c(OC)c4)nn23)cc1	4	0	2	-6	6	4	5	-1.0	3	-5
CS(=O)(=O)Nc1ccccc1C(=O)NCCSCc1ccccc1	1	-7	3	4	4	8	0	-0.9	1	2
CCN(CC)c1ccc(C=NN2CCCCCC2)cc1	-3	4	10	7	-5	1	6	0.7	-1	-6
Cc1cc(C)n2nc(SCCOc3ccccc3)nc2n1	3	3	8	-5	3	-9	-1	-1.1	3	-3
CNc1oc(-c2ccccc2)nc1S(=O)(=O)c1ccc(C)cc1	-3	-1	-14	-4	6	8	-10	-0.3	8	3
COC(=O)c1cc(S(=O)(=O)N2CCN(c3ccccc3Cl)CC2)cn1C	-6	-2	.	6	.	.	-3	.	2	0
Clc1ccc(Cl)c(-c2ccc(/C=N/c3ncn[nH]3)o2)c1	-1	0	-37	0	-9	10	0	7.0	4	-5
Cn1cc(/C=N\O)nc2c(=O)n(-c3ccccc3)c(=O)nc1-2	1	2	3	-11	-3	11	-2	-3.0	-2	1
CC(Oc1ccccc1)C(=O)N=C1SC2CS(=O)(=O)CC2N1c1ccc(F)cc1 (configuration not stated)	-1	4	1	2	-4	-4	-2	1.4	0	-2
O=C(NC1CCCCC1)N1CCNCC1	-1	7	-1	3	10	-12	0	-0.1	3	3
O=C(Nc1ccc2ccccc2c1)N1CCN(c2ncccc2C(F)(F)F)CC1	-2	1	-9	-2	8	5	-10	0.8	6	-1
CC(Sc1ncc(C(F)(F)F)cc1Cl)C(=O)NC(N)=O (configuration not stated)	-2	0	-2	-2	-3	-5	-1	-1.6	-2	0
CCC(=O)Nc1nnc(S(=O)(=O)N(CC)c2ccc(OC)cc2)s1	-2	-3	-3	3	8	-5	-5	-1.8	4	0
COC(=O)c1cccc(NC(=O)NC(=O)c2ccc(Cl)cc2)c1	7	-4	.	-2	15	-1	5	0.9	3	1
CC(C)C(=O)Nc1cccc(COc2ccc(CN(Cc3ccccc3)C(=O)OC(C)(C)C)cc2)c1	0	3	0	7	-3	4	-27	0.5	-2	-5
Cc1ccccc1-c1nc2sc(-c3ccccc3)cc2c(=O)o1	0	0	-7	-2	5	-10	1	-1.9	-3	-6
Nc1cccc(-c2nc3ccccc3[nH]2)c1	4	2	-3	-1	5	-2	5	0.1	1	0
CCCC(CCC)=NNC(=O)CN(Cc1ccccc1)S(=O)(=O)c1ccccc1	-2	-6	-35	3	-6	-7	-21	0.6	-1	1
CCC(=O)N=c1n(C)c2ccccc2n1CCOc1ccccc1	-3	7	3	-3	-2	2	4	0.9	1	-2
CC(NC(=O)C(C)N1C(=O)c2cccc([N+](=O)[O-])c2C1=O)c1ccccc1 (configuration not stated)	-1	-4	3	-2	-2	6	4	0.3	0	-1
O=C(C1CC=CCC1)N1CCN(S(=O)(=O)c2ccc(F)cc2)CC1 (configuration not stated)	3	-13	-1	-3	-3	7	8	-0.1	1	-4
CSc1cccc(NC(=S)N2CCCN(Cc3ccccc3F)C2)c1	-1	-1	-20	3	-5	-2	-16	1.7	-6	7
CCc1cccc(CC)c1NC(=O)COC(=O)c1ccccc1-c1nc2ccccc2s1	-1	13	2	3	-6	6	-5	4.2	-11	-8
Cc1ccc(C)c(NC(=O)COC(=O)c2ccc[n+]([O-])c2)c1	0	-4	-8	4	-9	-14	5	-1.8	3	-2
COC(=O)c1ccc(NC(=O)c2ccccc2)o1	3	-6	-3	-1	8	6	3	-1.7	5	5
CC1SC(C)C(=O)N(CC(=O)Nc2ccc3c(c2)OCO3)C1=O (configuration not stated)	2	6	-2	4	-2	2	9	-1.9	-5	3
COCCCNC(=S)NC1CC2CCC(C1)N2Cc1ccccc1 (configuration not stated)	2	4	6	-3	7	-10	4	0.2	-1	3
NS(=O)(=O)c1ccc(CCNCC(=O)NCc2ccccc2Cl)cc1	0	2	6	-1	11	0	12	-2.1	1	1
O=S1(=O)CCC(NC(=S)N2CCCCCC2)C1 (configuration not stated)	0	-1	-1	1	0	-6	-4	-1.3	3	5
Cc1ccc(/C(N)=N/OC(=O)c2ccc(F)cc2)cc1	7.8*	4	11	-2	7	-2	2	-0.1	6	-1
Cn1c(=O)[nH]c(=O)c2c1nc(N1CCOCC1)n2CC(O)COc1ccccc1 (configuration not stated)	0	-2	0	2	6	15	-3	-0.2	3	-10
CC1=C(C(=O)N2CCOCC2)CC(CC(=O)NCc2ccco2)C(=O)N1Cc1ccccc1 (configuration not stated)	4	0	-1	3	11	3	-3	1.9	5	2
O=C(C1COc2ccccc2O1)N1CCN(S(=O)(=O)c2ccccc2)CC1 (configuration not stated)	6	-3	-2	-1	10	6	-4	-1.0	4	1

More entries follow:
compound	SMARCA2 act	Rev-erbA mod	HTRA1 inhibitor	rCAG binder	ARFGAP1 inhibitor	ASAP1 inh	mABHD4 FP	PG9 binder	GC-A act	NPR2 activator
C#CCOc1ccc(/C=C2/C(=O)N(c3ccc(S(N)(=O)=O)cc3)N=C2C)cc1OC	6	-10	3	13	-6	6	1	-1.0	18	8
CCO[C@@H]1OC(C(=O)N2CCN(Cc3ccccc3)CC2)=C[C@H](c2csc3ccccc23)[C@H]1CCCO	0	5	-23	0	6	-2	-2	2.0	-2	-4
COc1ccc(Cl)cc1NC(=O)Nc1cc(C)on1	-2	-3	-14	6	1	-1	-1	1.6	1	0
CCCc1c(C(=O)N/N=C(\C)c2cc(C)sc2C)nnn1-c1nonc1N	-3	-6	-7	3	11	-7	1	2.0	-4	0
N#CCCN(C(=S)Nc1ccc(Cl)c(Cl)c1)C1CCCCC1	-4	2	-10	4	3	3	4	0.4	1	4

Given as labelled records: 2 of the compounds above
CSCC[C@H](N)C(=O)N1CCC(C(=O)N[C@H](C)C(=O)NC(C)c2ccccc2)CC1 (some centres not stated)
  SMARCA2 act = 1
  Rev-erbA mod = 8
  HTRA1 inhibitor = 2
  rCAG binder = -5
  ARFGAP1 inhibitor = -7
  ASAP1 inh = 6
  mABHD4 FP = 0
  PG9 binder = -0.6
  GC-A act = 3
  NPR2 activator = 3
CS(=O)(=O)Nc1ccccc1C(=O)NCCSCc1ccccc1
  SMARCA2 act = 1
  Rev-erbA mod = -7
  HTRA1 inhibitor = 3
  rCAG binder = 4
  ARFGAP1 inhibitor = 4
  ASAP1 inh = 8
  mABHD4 FP = 0
  PG9 binder = -0.9
  GC-A act = 1
  NPR2 activator = 2
